HTT cytoprotect – Huntington cell model cytoprotection by ATP luminescence; 230,000 compounds, 0.14% hits; PC12 HTT-Q103 induced, cytoprotection, ATP luminescence, 40 h; Potency, µM (top dose mostly 56.4 µM), for the others: cytoprotection (ATP increase), hits mostly activators; AID 1471;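 note: potency is the fitted concentration of half-maximal effect; % of control where 0% means no effect; nearly all actives have a fitted effect of over 45% in size; toxic huntingtin expression switched on by the ecdysone agonist tebufenozide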
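PC12 cells with ecdysone-inducible HTT exon 1 Q103-GFP, induced with 100 nM tebufenozide and co-treated with library compounds in a dose series (1536-well, 1500 cells/well). Cytoprotection read as ATP content by ATPlite luminescence.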
IMPase Li cell – cell-permeable IMPase inhibitors with lithium potentiation. Potency, µM (titrated, usually from 59.4 µM), without a hit: top-dose activity, negative = IMPase inhibition, usual class: inhibitors. CHO-M1 cells, IP1 TR-FRET (IP-One), carbachol + lithium. 210,000 compounds, 0.35% hits;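 note: IP1 builds up when IMPase is blocked and the TR-FRET signal falls; potency is the fitted concentration of half-maximal effect; plate controls were basal vehicle for no effect and high inhibitor control for full effect; nearly all actives have a fitted effect of over 50% in size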
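Lithium-sensitised IP1 accumulation assay; M1-expressing CHO cells treated 30 min at 37C with compound. Competitive antibody detection by time-resolved FRET followed a 10 min room-temperature lysis step.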
CBFb RUNX1 block – CBF-beta/RUNX1 interaction disruption | AlphaScreen CBFb-His/RUNX1-biotin binding, biochemical | Potency, µM (titrated, usually from 59.8 µM), inactives show at the highest dose activity, negative = inhibition, most hits filed as inhibitors | 230,000 tested, under 10 active; note: % of control where 0% means no effect
Target sequence (Q01196 whole entry, looked up): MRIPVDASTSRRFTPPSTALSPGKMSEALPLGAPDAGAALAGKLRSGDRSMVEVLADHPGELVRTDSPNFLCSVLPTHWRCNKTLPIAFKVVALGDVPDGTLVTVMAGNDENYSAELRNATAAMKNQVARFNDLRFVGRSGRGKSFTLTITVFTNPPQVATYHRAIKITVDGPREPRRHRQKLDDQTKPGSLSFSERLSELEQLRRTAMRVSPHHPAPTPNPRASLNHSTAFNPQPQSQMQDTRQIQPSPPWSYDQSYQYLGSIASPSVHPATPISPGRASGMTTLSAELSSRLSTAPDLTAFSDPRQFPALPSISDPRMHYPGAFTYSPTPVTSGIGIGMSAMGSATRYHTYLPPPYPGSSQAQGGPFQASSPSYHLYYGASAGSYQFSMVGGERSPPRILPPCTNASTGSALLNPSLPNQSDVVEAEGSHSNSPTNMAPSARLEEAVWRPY
Target sequence (Q13951 whole entry, looked up): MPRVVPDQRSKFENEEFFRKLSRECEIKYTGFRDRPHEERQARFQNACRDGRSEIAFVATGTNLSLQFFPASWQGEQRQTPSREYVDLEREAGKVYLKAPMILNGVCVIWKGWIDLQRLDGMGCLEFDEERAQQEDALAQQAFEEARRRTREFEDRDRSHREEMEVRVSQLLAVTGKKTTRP
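Compounds were screened at multiple concentrations against a preformed CBF-beta(His)/RUNX1(biotin) complex (30 nM of each) for 15 min at room temperature, followed by 90 min with nickel and streptavidin beads and AlphaScreen reading.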
KinaseGlo FLuc – counter-screen: inhibitors of Kinase-Glo firefly luciferase. Q27757. Kinase-Glo luciferase, ATP luminescence, 8 min. Potency, µM (doses to about 38.3 µM), for the others: top-dose activity change, negative = inhibition, actives largely listed as inhibitors. 200,000 compounds, 0.28% hits; note: potency is the fitted concentration of half-maximal effect; % is set by controls: 0 for no effect and ±100 for the full control effect; nearly all actives have a fitted effect of over 60% in size
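Recombinant Kinase-Glo luciferase, 10 uM ATP (linear range), luciferin; imidazole pH 7.2 / KCl / MgCl2 / Tween / BSA buffer; 8 min RT; luminescence.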
SMN2 splice enh – SMN2 splice variant enhancement. HEK293 SMN2-luciferase splicing reporter, luminescence, 30-36 h. Potency, µM (series often up to 46.1 µM), for the others: top-dose activity change, positive = activation, usual class: activators. 210,000 compounds, 2.8% hits. AID 1458; note: potency is the fitted concentration of half-maximal effect; % of control where 0% means no effect; nearly all actives have a fitted effect of over 55% in size
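HEK293 cells carry an SMN2 […]–luciferase reporter in which exon 7 inclusion puts luciferase in frame. Cells were plated 10-12 h before compound addition, then incubated 30-36 h at 37C. ONE-Glo luminescence was read; sodium butyrate at 4.5 mM final served as control.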
HTT aggregate – mutant huntingtin aggregation inhibition; Potency, µM (titrated, usually from 46.1 µM), without a hit: at the highest dose activity change, negative = inhibition, most hits filed as inhibitors; 220,000 compounds, 1.1% hits; PC12 HttQ103-GFP aggregates, Acumen cytometry, 40 h; AID 1688; note: potency is the fitted concentration of half-maximal effect; % is set by controls: 0 for no effect and ±100 for the full control effect; nearly all actives have a fitted effect of over 60% in size
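Using laser scanning cytometry, GFP-positive aggregates were counted after lysis of PC12 cells induced with 100 nM tebufenozide to express HTT exon 1 Q103–GFP. Compounds were tested in titration.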
LMNA splice mod – LMNA splicing modulation. Potency, µM (top dose mostly 46.1 µM), for inactives: at the top dose ratio change, negative = inhibition, most hits filed as inhibitors. AID 1487. HeLa LMNA splicing GFP/RFP minigene ratio, 48 h. 200,000 compounds, 0.01% hits; active = well fitted inhibition curve with a large enough effect in the signal ratio, with a control signal flat, not every such curve was filed as active; inconclusive = small, poorly fitted or top-dose-only effect, or effect the other way, or a change in a side signal; the % refers to the signal ratio; note: potency is the fitted concentration of half-maximal effect; % is set by controls: 0 for no effect and ±100 for the full control effect
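S3 HeLa stable clones carrying a lamin A-EGFP splicing minigene plus DsRed2 were seeded at 600 cells/well in Opti-MEM with 2% FBS, pin-dosed and incubated 48 h at 37°C. Acumen cytometry (488 nm) gave the GFP/RFP total-intensity ratio.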
The depositor's hits bear a star; ? = inconclusive; · = no result given; [ ] = another dose, or the depositor's remark. Unless noted, calls come from the whole dose curve; as a rule, active = well fitted curve in the direction sought with a large enough effect; inconclusive = small, poorly fitted or top-dose-only effect, or another doubt; inactive = no such curve, though single readings can be large; an effect the other way counts as inactive or inconclusive.

#1 CC(C)[C@H](NS(=O)(=O)/C=C/c1ccccc1)C(=O)OCC(=O)NC(N)=O
#2 COc1ccc(OC)c(CNC(=O)c2coc(=O)c3ccccc23)c1
#3 NC(=O)CN1CCN(c2ccccc2F)CC1
#4 COc1ccc(NC(=O)c2ccc3snnc3c2)cc1
#5 COc1cnn(-c2ccccc2)c(=O)c1SCc1ccc(Cl)c(Cl)c1
#6 CCCCNC(=O)CSc1nnc(Cc2ccccc2)n1CC1CCCO1 (centres undefined)
#7 Cc1nc2c(C)c(C)c(C)c(C)c2nc1C
#8 COc1cccc(/C=C/C(=O)OCC(=O)NCc2ccco2)c1

| screen / no. | 1 | 2 | 3 | 4 | 5 | 6 | 7 | 8 |
| --- | --- | --- | --- | --- | --- | --- | --- | --- |
| HTT cytoprotect | -19%[10 µM] | -53%[inhibitor] | 10% | 4%[10 µM] | 11% | 5%[10 µM] | -8%[10 µM] | 15%[10 µM] |
| IMPase Li cell | · | -1% | 26%[38.3 µM] | 3% | · | 6% | · | 1% |
| CBFb RUNX1 block | 34% | 9% | 1% | 1% | 13% | 2% | 6% | ? |
| KinaseGlo FLuc | · | 5% | -2% | 1% | · | 7% | · | -3% |
| SMN2 splice enh | · | -8% | 14% | 13µM* | · | -5% | · | 13% |
| HTT aggregate | -1%[9.22 µM] | ? | -5% | -16% | -10% | -3%[9.22 µM] | -10%[9.22 µM] | 9% |
| LMNA splice mod | · | -20%[46 µM] | 4% | -12% | -11% | 4%[46 µM] | · | 6% |

#9 CSc1cccc(NC(=S)Nc2cc(C)ccc2C)c1
#10 O=C(c1ccc(-c2cccc(C(F)(F)F)c2)o1)N1CCOCC1
#11 C=CC[C@@](C(C)=O)(C(=O)OC)C(NC(=O)OC(C)(C)C)c1ccccc1 (some centres undefined)
#12 O=C(c1cc(-n2cnnc2)ccc1Cl)N1CCN(c2nc(-c3ccccc3)cs2)CC1
#13 CSc1sc(-c2n[nH]c(=S)n2C)c2c1C=CCC2
#14 O=c1[nH]c2ccc(Cl)cc2c(O)c1-c1ccccc1
#15 COc1ccc(Br)cc1CN(C)CC(=O)Nc1ccccc1Cl
#16 CSCSC1=C(C#N)C(c2ccc(Cl)cc2)C(C(C)=O)=C(C)N1 (centres undefined)

| screen / no. | 9 | 10 | 11 | 12 | 13 | 14 | 15 | 16 |
| --- | --- | --- | --- | --- | --- | --- | --- | --- |
| HTT cytoprotect | 13%[10 µM] | -5% | -58% | 29%[10 µM] | 14%[10 µM] | 22% | 2%[10 µM] | -4% |
| IMPase Li cell | · | 16%[38.3 µM] | 10% | -4%[38.3 µM] | · | -8%[38.3 µM] | · | 26% |
| CBFb RUNX1 block | 1% | 12% | 3% | 2% | ? | 2% | 10% | ? |
| KinaseGlo FLuc | · | 2% | 0% | 0% | · | -7% | · | -1% |
| SMN2 splice enh | · | 28% | 15% | 11% | · | 8% | · | -69%[inhibitor] |
| HTT aggregate | 27%[9.22 µM] | -8% | · | -10% | 4%[9.22 µM] | -13% | -6% | ? |
| LMNA splice mod | · | 0% | · | -11% | · | -1% | ? | ? |

#17 CNC(=S)N1CCN(c2cccc(OC)c2)CC1
#18 COc1cc(/C=N/NC(=O)Cn2nnc3ccccc32)ccc1O
#19 COc1ccc(NC(=O)c2cc(C)on2)cc1OC
#20 Cc1c(NC(=S)N/N=C/c2ccc(N(C)C)cc2)c(=O)n(-c2ccccc2)n1C
#21 CCCCNC(=O)N(O)C1N(/N=C/c2cccs2)C(=S)SC1(C)C (centres undefined)
#22 CC1=C(C(=O)NCc2ccccc2)C(c2cccs2)n2ncnc2N1 (centres undefined)
#23 Cc1[nH][nH]c(=O)c1C(c1c(C)[nH][nH]c1=O)c1cn(Cc2ccccc2Cl)c2ccccc12
#24 CCCCNCCOCCOc1ccc(C)cc1[N+](=O)[O-]

| screen / no. | 17 | 18 | 19 | 20 | 21 | 22 | 23 | 24 |
| --- | --- | --- | --- | --- | --- | --- | --- | --- |
| HTT cytoprotect | 5% | -29% | 7% | 10%[10 µM] | 15%[10 µM] | 13% | 4%[10 µM] | 8% |
| IMPase Li cell | -6%[38.3 µM] | 1% | -1%[38.3 µM] | 7% | · | -8%[38.3 µM] | 9% | 0%[38.3 µM] |
| CBFb RUNX1 block | -1% | 4% | 6% | -8% | -3% | 7% | -25% | -4% |
| KinaseGlo FLuc | 2% | -2% | 4% | 3% | · | 11% | -5% | -4% |
| SMN2 splice enh | -2% | 10% | · | -9% | · | -4% | -22% | 4% |
| HTT aggregate | 4% | -5% | -11% | 19% | -8%[9.22 µM] | 1% | 17% | 8% |
| LMNA splice mod | 0% | · | -2% | -7% | · | -1% | ? | 12% |

#25 CCC(=O)N1c2ccc(S(=O)(=O)CCC(=O)NCc3ccc4c(c3)OCO4)cc2CC1C (centres undefined)
#26 CN(Cc1cc(=O)n2ccsc2n1)Cc1nc2ccccc2c(=O)[nH]1
#27 Cc1ccc(COc2ccc(C)nc2[N+](=O)[O-])cc1
#28 N/C(=N\OC(=O)CCCC(=O)O)c1ncc(C(F)(F)F)cc1Cl
#29 O=C(c1ccco1)N1CCN(Cc2nc(Cc3ccccc3)no2)CC1
#30 CCOC(=O)c1cnc(/N=C/N(C)C)s1
#31 O=C(COc1ccc(Br)cc1)N1CCN(S(=O)(=O)/C=C/c2ccccc2)CC1
#32 CCOC(=O)C1CCN(c2c(NCCCN(CC)c3ccccc3)c(=O)c2=O)CC1

| screen / no. | 25 | 26 | 27 | 28 | 29 | 30 | 31 | 32 |
| --- | --- | --- | --- | --- | --- | --- | --- | --- |
| HTT cytoprotect | -1% | -38%[inhibitor] | -5%[10 µM] | -19% | 2%[10 µM] | 17% | -2%[10 µM] | -12%[0.074 µM] |
| IMPase Li cell | 1%[38.3 µM] | -4% | · | 2% | 7% | -6% | 6% | 28%[38.3 µM] |
| CBFb RUNX1 block | 6% | -13% | 4% | 21% | 1% | ? | 7% | 1% |
| KinaseGlo FLuc | -1% | 2% | · | 1% | 3% | 3% | 0% | -1% |
| SMN2 splice enh | -11% | 7% | · | · | · | 19% | -49%[inhibitor] | -8% |
| HTT aggregate | 3% | 14% | 4%[9.22 µM] | -24% | -17%[9.22 µM] | 0% | -3% | -2% |
| LMNA splice mod | 13%[0.0737 µM] | ? | · | · | · | 5%[46 µM] | ? | -14% |

#33 CC(=O)Nc1ccc(/C=N/NC(=O)c2cccc(S(=O)(=O)N3CCOCC3)c2)cc1
#34 Cc1ccc(NC(=O)c2cccc(OCc3c(C)noc3C)c2)cc1S(=O)(=O)Nc1ccccc1Cl
#35 CCOC(=O)Cc1c(C)nc2c(-c3cccc(Br)c3)c[nH]n2c1=O
#36 O=C(Nc1ccccc1)c1sccc1Oc1ccc([N+](=O)[O-])cc1F
#37 O=C(O)C(Cc1cc(Cl)ccc1Cl)Sc1nc2ccccc2[nH]1 (centres undefined)
#38 O=C(Cn1nnc(-c2ccncc2)n1)NCCc1ccccc1
#39 Nc1ncnc2c1ncn2CCNCCc1ccccc1
#40 CC(C)=CCN1CCN(Cc2cccn2-c2ccccn2)CC1CCO (centres undefined)

| screen / no. | 33 | 34 | 35 | 36 | 37 | 38 | 39 | 40 |
| --- | --- | --- | --- | --- | --- | --- | --- | --- |
| HTT cytoprotect | 2%[10 µM] | 6%[0.074 µM] | -26% | -33%[inhibitor] | -14%[10 µM] | 2% | -8% | · |
| IMPase Li cell | 5% | 1% | 11%[38.3 µM] | 24% | · | 67%[activator][38.3 µM] | 18%[38.3 µM] | -5% |
| CBFb RUNX1 block | -8% | -9% | -2% | ? | -6% | 2% | 1% | 15% |
| KinaseGlo FLuc | 0% | 5% | -2% | 2% | · | -2% | -1% | -4% |
| SMN2 splice enh | -2% | -26% | -88%[inhibitor] | -13% | · | 3% | -4% | -22% |
| HTT aggregate | -4% | ? | 11µM* | -20% | -18%[9.22 µM] | -24% | -2% | · |
| LMNA splice mod | -9% | ? | ? | 9%[9.22 µM] | · | 3% | 2% | · |

#41 Cc1ccc(C(=O)NNC(=O)c2cccc(C)c2)cc1
#42 CCc1cccc2c(SCC(=O)NCC3CCCO3)nc(-c3ccc(F)cc3)nc12 (centres undefined)
#43 CNC(=O)NNC(=O)c1csc(-c2ccc(C(F)(F)F)cc2Cl)n1
#44 CS(=O)(=O)N(Cc1ccco1)CC(O)Cn1c2ccccc2c2ccccc21 (centres undefined)
#45 Cc1[nH]n(-c2c(Cl)cc(Cl)cc2Cl)c(=O)c1C=Nc1ccc(S(=O)(=O)N2CCOCC2)cc1
#46 O=c1c(-c2ccc(F)cc2)nc2cncnc2n1C1CC1
#47 COc1cc(/C=C/C(=O)O)cc(S(=O)(=O)NCc2ccco2)c1OC

| screen / no. | 41 | 42 | 43 | 44 | 45 | 46 | 47 |
| --- | --- | --- | --- | --- | --- | --- | --- |
| HTT cytoprotect | 39%[10 µM] | -31%[10 µM] | -3%[10 µM] | 30%[1.9 µM] | -8%[10 µM] | -6% | -4%[10 µM] |
| IMPase Li cell | 11% | -4%[38.3 µM] | · | 15%[38.3 µM] | 0% | 8% | 4% |
| CBFb RUNX1 block | -1% | -3% | 18% | -6% | -14% | · | -2% |
| KinaseGlo FLuc | -4% | 0% | · | -5% | 1% | -3% | 0% |
| SMN2 splice enh | · | 17% | · | -26% | -7%[1.84 µM] | -22% | · |
| HTT aggregate | 9%[9.22 µM] | -19% | -14%[9.22 µM] | 14% | 3% | · | -11%[9.22 µM] |
| LMNA splice mod | · | 4% | · | 1% | -2% | · | -2%[46 µM] |

Screening results deposited in PubChem by National Center for Advancing Translational Sciences (NCATS).
